SRC3 inh: SRC3 coactivator transcriptional activity inhibitors, primary screen, cell-based, luminescence. Nuclear receptor coactivator 3 (Homo sapiens), Q9Y6Q9. HEK293 GAL4-SRC3 luciferase reporter. inhibition, % at 3.6 µM. actives 0.17% (n = 360,000). AID 588352, 2011;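 active means inhibition above a per-campaign cutoff, the mean of all compounds plus 3 SD, cut at about 60% in these data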;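 further: 0% = DMSO-treated cells and 100% = gossypol-treated cells at 36 µM; higher means less SRC3-driven luciferase light from the GAL4 reporter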
SRC2 inh: inhibition of GAL4-SRC2 driven luciferase reporter, primary screen, SRC2 inhibitor project, cell-based, luminescence; inhibition, % at 9 µM; actives 0.17% (n = 370,000); HEK293 GAL4-SRC2 luciferase reporter; Nuclear receptor coactivator 2 (Homo sapiens), Q15596;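 active means inhibition above the mean inhibition of all tested compounds plus 3 SD, set per campaign, cut at about 52% in these data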;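 further: 0% = DMSO treated cells and 100% = cells given Gossypol at 36 µM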
NR5A2 inv ag: LRH-1 (NR5A2) inverse agonists, primary screen, cell-based, luminescence, HEK293T, StAR-luciferase reporter; actives 0.13% (n = 360,000); inhibition, % at 3.6 µM; LRH-1 transfected, 24 h; AID 602396, 2012;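 active means inhibition above the mean inhibition of all tested compounds plus 3 SD, cut at about 73% in these data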;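 further: 0% = DMSO wells and 100% = reporter-only cells lacking LRH-1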
NR2F2 inh: NR2F2 transcriptional activity inhibitors, primary screen, cell-based, luciferase reporter, HEK293T, luminescence; COUP transcription factor 2 (Homo sapiens), P24468; HEK293T NGFI-A luciferase reporter; inhibition, % at 8.6 µM; actives 0.7% (n = 370,000); AID 686940, 2013;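 active means inhibition above a per-plate cutoff, mean inhibition of test wells between control levels plus 3 SD, cut at about 38% in these data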;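 further: cells cotransfected with COUP-TFII expression vector driving the NGFI-A reporter; 0% = median of COUP-TF2 test wells and 100% = reporter-only cells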
Target sequence (P24468 whole entry, looked up): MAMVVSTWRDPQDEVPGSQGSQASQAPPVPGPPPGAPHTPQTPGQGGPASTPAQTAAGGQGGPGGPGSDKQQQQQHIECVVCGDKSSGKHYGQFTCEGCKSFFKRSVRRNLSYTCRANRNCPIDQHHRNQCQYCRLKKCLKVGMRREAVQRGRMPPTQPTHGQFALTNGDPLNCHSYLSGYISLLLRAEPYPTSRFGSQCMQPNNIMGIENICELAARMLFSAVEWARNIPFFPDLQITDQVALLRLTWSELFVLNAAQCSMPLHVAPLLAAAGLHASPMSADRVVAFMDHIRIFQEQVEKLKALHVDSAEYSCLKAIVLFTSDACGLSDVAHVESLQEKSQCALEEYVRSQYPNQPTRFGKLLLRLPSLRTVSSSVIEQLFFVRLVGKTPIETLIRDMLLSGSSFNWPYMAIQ
Exocytosis inh: LAMP-1 surface exposure blockers, TALL-104 cells – cell-based, flow cytometry, MLPCN library, primary screen; AID 651702, 2012; TALL-104 LAMP-1 surface exposure; cells stimulated with thapsigargin and PMA; inhibition, % at 10 µM; actives 0.66% (n = 360,000);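 active means inhibition above about 55%, limit read from the data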
TWEAK Fn14 block: inhibitors of TWEAK-Fn14 signaling, primary screen, luciferase reporter cells, uHTS; TWEAK-stimulated Fn14 reporter cells, luciferase luminescence, 8 h; inhibition, % at 10 µM; actives 2% (n = 360,000); in the data active means inhibition above about 50%
ABHD5 PLIN5 PPI: ABHD5-PLIN5 interaction inhibitors, primary screen, cell lysate, split luciferase complementation, luminescence. Perilipin-5 (Homo sapiens) + 1-acylglycerol-3-phosphate O-acyltransferase ABHD5 (Homo …. Split G. princeps luciferase complementation, 4 h. inhibition, % at 4 µM. actives 0.78% (n = 360,000). AID 602281, 2012;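 active means inhibition above the mean inhibition across every tested compound plus 3 SD, cut at about 22% in these data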;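 further: 0% = DMSO only wells and the 100% control is not disclosed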
TROY signal inh: inhibitors of TROY-driven NF-kB signaling, primary screen, Q293 LMP1-TROYcd cells, NF-kB luciferase, uHTS; Q293 LMP1-TROYcd NF-kB luciferase reporter, 4 h; inhibition, % at 10 µM; actives 0.98% (n = 360,000); AID 1347056, 2019;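 active means compounds whose plate-normalised and pattern-corrected inhibition of the luciferase reporter signal at the single screening dose is 50% or more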
TLR9-MyD88 inh: inhibitors of TLR9-MyD88 association in cells, primary screen, cell-based, CHO, BLA complementation, fluorescence. inhibition, % at 4.98 µM. CCF4 FRET ratio. actives 0.21% (n = 340,000). Toll-like receptor 9 (Homo sapiens) + Myeloid differentiation primary response protein …;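 active means inhibition above the mean over all tested compounds plus 3 SD, cut at about 21% in these data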;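 further: 0% = DMSO only wells and 100% = clavulanate BLA inhibitor control wells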
NOD2 RIPK2 PPI: NOD2-RIPK2 binding disruptors in cells, primary screen, fluorescence, CHO cells, BLA complementation | Receptor-interacting serine/threonine-protein kinase 2 (Homo sapiens), O43353 | CCF4 ratio | inhibition, % at 4.98 µM | actives 0.38% (n = 360,000) | AID 624267, 2012; in the data active means inhibition above about 21%;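 further: 0% = vehicle only and 100% = reference blocker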
Target sequence (O43353 whole entry, looked up): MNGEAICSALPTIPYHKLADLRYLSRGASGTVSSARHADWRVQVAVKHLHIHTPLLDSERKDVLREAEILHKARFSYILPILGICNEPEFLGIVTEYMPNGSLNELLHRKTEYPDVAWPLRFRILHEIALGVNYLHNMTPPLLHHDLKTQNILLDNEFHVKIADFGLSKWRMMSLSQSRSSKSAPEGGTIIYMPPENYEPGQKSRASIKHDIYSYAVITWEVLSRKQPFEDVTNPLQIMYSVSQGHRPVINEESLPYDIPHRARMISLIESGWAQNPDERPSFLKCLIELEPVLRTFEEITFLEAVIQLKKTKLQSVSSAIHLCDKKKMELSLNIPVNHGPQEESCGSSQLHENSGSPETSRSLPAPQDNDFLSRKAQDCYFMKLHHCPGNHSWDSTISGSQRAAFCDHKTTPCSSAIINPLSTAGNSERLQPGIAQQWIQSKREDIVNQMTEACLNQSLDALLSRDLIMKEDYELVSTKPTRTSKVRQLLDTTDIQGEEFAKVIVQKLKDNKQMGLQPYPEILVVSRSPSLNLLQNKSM
SRC1 inh: SRC1 coactivator transcriptional activity inhibitors, primary screen, cell-based, luminescence. inhibition, % at 3.6 µM. HEK293 GAL4-SRC1 luciferase reporter. actives 0.12% (n = 360,000). Nuclear receptor coactivator 1 (Homo sapiens), Q15788;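 active means inhibition above the campaign mean plus 3 SD, with each screening campaign given its own cutoff, cut at about 60% in these data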;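 further: 0% = DMSO treated cells and 100% = gossypol at 36 µM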
Numbers without * were called inactive; nt = not tested or not shown. Only part of the results is shown; count on the stated rates, not on these rows.

SMILES	SRC3 inh	SRC2 inh	NR5A2 inv ag	NR2F2 inh	Exocytosis inh	TWEAK Fn14 block	ABHD5 PLIN5 PPI	TROY signal inh	TLR9-MyD88 inh	NOD2 RIPK2 PPI	SRC1 inh
CC(C)[C@@H](N)C(=O)NC[C@H]1O[C@@H](n2cnc3c(=O)[nH]c(N)nc32)[C@H](O)[C@@H]1O	14	12	1	-5	2	7	-4	-6	nt	-4	3
CCOC(=O)c1c(NC(=O)CSc2nc3cc(Cl)ccc3c(=O)n2Cc2ccco2)sc(C(=O)N(C)C)c1C	-22	-3	-9	-4	0	-6	5	5	-20	-1	-5
COC(=O)[C@]1(Cc2ccccc2)N[C@H](CN(C)C(=O)Nc2ccc(C(F)(F)F)cc2)[C@@H]2C(=O)N(C)C(=O)[C@@H]21	6	20	10	-1	-6	20	9	-1	0	-4	-6
O=S(=O)(c1cccs1)n1cccn1	-9	-9	-14	6	1	-1	-3	-4	-3	2	-3
CCOc1cc(C=C(C(=O)OC)C(=O)OC)ccc1OCc1ccc([N+](=O)[O-])cc1	21	30	32	6	2	83*	66*	52*	1	21	14
COc1ccc(/C=C(/NC(=O)c2cccc([N+](=O)[O-])c2)C(=O)O)cc1OC	1	10	0	17	-2	14	0	-16	3	-9	-12
COc1cc(Cl)ccc1OCc1cc(C(=O)NCc2cc(C(C)C)no2)no1	-58	-97	-76	-21	-1	-2	-1	-22	9	-10	-80
c1ccc(CN=C2CCCc3ccccc3N2)cc1	4	-30	-1	-4	2	-17	-4	-28	1	0	5
CCOC(=O)Cn1c(=O)n(Cc2ccco2)c(=O)c2ccc(C(=O)NCCc3ccccc3)cc21	-12	10	-3	14	0	5	10	-6	-6	-9	-15
O=C1C=C(c2ccc(F)nc2)C[C@@H](c2ccc3c(c2)OCO3)C1	10	-41	12	6	-6	-12	-5	-1	-15	-14	-14
CC(C)c1c(C(=O)N/N=C/c2ccncc2)nnn1-c1nonc1N	9	-2	1	0	23	-10	5	2	7	-8	-6
O=C(O)c1ccc(NNC(=S)Nc2cc(C(F)(F)F)ccc2Cl)cc1	-8	-48	-67	-5	-7	69*	-25	47	0	-3	5
CCC1Oc2ccccc2N(CC(=O)NCc2ccco2)C1=O (stereo unspecified)	8	-11	-15	-6	1	-3	2	26	-5	-1	-5
CCOC(=O)C1(Cc2cccc(F)c2)CCN(CC(O)CO)CC1 (stereo unspecified)	13	7	17	-7	12	-4	0	-8	-6	-6	7
COc1ccccc1N1CCN(C(c2ccccn2)c2nnnn2C2CCCCC2)CC1 (stereo unspecified)	3	-18	8	-2	0	-7	0	18	5	4	8
CN1CCCN(C(=O)c2cccc(Br)c2)CC1	2	0	-9	-7	-2	1	-7	21	-14	-6	15
CCC(=O)C1CCCN(C(=O)c2ccc(OC)c(OC3CCN(C(C)=O)CC3)c2)C1 (stereo unspecified)	4	0	7	-8	0	3	-1	-38	1	-11	-8
S=C(NCc1ccccn1)Nc1ccc(Cl)cc1	-34	-4	-16	1	-3	72*	0	nt	3	2	-4
CSc1ncc(Cl)c(C(=O)Nc2ccccc2C)n1	-18	7	16	-8	-9	2	-5	-13	-1	-10	-2
Cc1c(C(=O)NCc2ccco2)oc2c(Cl)cccc12	9	2	27	5	5	3	5	15	-4	-4	0
COc1ccc(CCN(C)c2ccc(S(=O)(=O)N3CCCC3)cc2[N+](=O)[O-])cc1OC	2	-26	9	7	6	0	7	12	-7	-4	7
O=C(C1CCCO1)N(Cc1ccccc1)c1ccccc1 (stereo unspecified)	-5	-3	-1	-7	-2	-9	-4	5	-11	-4	-4
CCOc1ccc(NS(=O)(=O)c2cccc(C(=O)NCC3(N(C)C)CCCCC3)c2)cc1	11	-3	10	1	3	0	-7	-2	2	4	7
CCOC(=O)C1CCCN(C(=O)c2cccc(C(F)(F)F)c2)CC1 (stereo unspecified)	3	-15	-5	1	-6	11	0	13	nt	-5	12
NCC1C2CCC(O2)C1CO (stereo unspecified)	11	-66	5	-9	-8	-10	0	-10	-6	4	-1
SMILES	SRC3 inh	SRC2 inh	NR5A2 inv ag	NR2F2 inh	Exocytosis inh	TWEAK Fn14 block	ABHD5 PLIN5 PPI	TROY signal inh	TLR9-MyD88 inh	NOD2 RIPK2 PPI	SRC1 inh
Cc1c(/C=N\NC(=O)c2ccc([N+](=O)[O-])cc2)cnn1C	12	-12	-17	3	-4	0	-5	-1	0	-4	-1
CSCCC(NC(=O)c1ccco1)C(=O)NCC1CCCCC1 (stereo unspecified)	-2	-2	17	17	6	15	7	5	-4	3	6
C=CCn1c(N)c(C(=O)Nc2cccc(C)c2)c2nc3ccccc3nc21	-5	-29	10	-20	6	33	-4	9	-3	-7	4
CCCCCC(=O)Nc1ccc(C(=O)N/N=C/c2ccc([N+](=O)[O-])cc2)cc1	1	-14	9	-6	-5	-22	8	-15	-1	-2	-6
C/C=C/c1ccc(OCC(=O)OCc2csc(Nc3ccc(C)cc3)n2)c(OC)c1	-46	-59	-82	-23	0	-1	3	-17	9	-6	-37
c1ccc(-n2c(Sc3cnccn3)nnc2-c2cccs2)cc1	18	-30	-9	-7	1	-8	3	-7	3	-11	7
O=C(NCCc1ccccc1)c1cccc2c1C(=O)N(C1CCCCC1)C2	-5	-24	8	1	0	-1	2	0	-10	-18	8
O=C(O)c1ccccc1-n1c2ccccc2c2ccccc21	-11	0	1	10	-9	10	1	-3	-8	2	-6
COc1ccc(OC)c(NC(=O)C(=O)NCc2ccncc2)c1	5	-23	-14	-2	-1	-29	2	-5	-2	-8	-9
CCOc1ccc(NC(=O)C(C)NC(=O)c2ccccc2Cl)cc1S(=O)(=O)N1CCCC1 (stereo unspecified)	-11	1	6	1	-4	2	-6	-9	-4	-9	-9
CCOc1cc(C#N)ccc1OCC(=O)N1CCc2ccccc2C1	-8	-1	-1	-7	8	-7	5	5	0	1	-2
Cc1nn(-c2ccccc2)c(C)c1C=O	1	-24	0	-10	-3	1	1	-17	nt	-3	12
COc1ccc(C(=O)O)cc1S(N)(=O)=O	9	12	7	15	2	-9	1	-6	-5	-6	2
O=C(COC(=O)CNC(=O)C1CCCCC1)Nc1ccccc1	-9	10	5	5	-10	1	-7	0	nt	0	8
COc1cccc(-n2cc(CN(C)Cc3nc(Cc4ccccc4)no3)cn2)c1	-2	22	2	0	-2	-22	-3	-3	3	4	-4
Cc1ccc(S(=O)(=O)N(C)C[C@@H]2Oc3ccc(NS(C)(=O)=O)cc3CC(=O)N([C@H](C)CO)C[C@@H]2C)cc1	5	4	11	0	-11	-10	6	-7	-3	-11	10
CC(NC(=O)COC(=O)CC(c1ccccc1)c1ccccc1)c1ccccc1 (stereo unspecified)	-5	12	8	5	-1	6	-6	0	6	-7	-4
NC(=O)NCCN1CCN(c2ncc(C(F)(F)F)cc2Cl)CC1	14	-27	-11	10	1	-2	-13	15	-3	0	-11
COc1ccc(C2C(C(=O)N3CCN(c4ccccn4)CC3)CCC(=O)N2c2ccc(OC)cc2)cc1 (stereo unspecified)	12	-2	15	5	-4	0	15	-1	4	-1	-2
CC(C)NC(=O)C1C(c2ccc(C(F)(F)F)cc2)=Nc2ccccc2N1C(=O)c1cccc2ccccc12 (stereo unspecified)	nt	-75	-53	-6	14	nt	-10	nt	nt	-5	nt
CCOc1ccc(C(C)=O)cc1CN1c2ccc(S(N)(=O)=O)cc2CC1C (stereo unspecified)	13	-6	9	4	-13	3	-3	0	0	5	-4
CCOC(=O)/C=c1\s/c(=C\c2ccc(C#N)cc2)c(=O)n1CC(=O)NCc1ccco1	6	-16	13	-3	0	-17	3	-10	-1	-2	-21
COc1ccc(/C=N/NC(=O)c2cc(C34CC5CC(CC(C5)C3)C4)[nH]n2)cc1O	-8	13	-14	-10	-12	-75	-2	-12	7	-14	8
CCOC(=O)N1CCN(C(=O)CSc2nnc(Cn3c(=O)sc4ccccc43)n2C)CC1	7	-8	-8	-4	-4	-2	0	-24	0	-5	2
CC(=O)n1cc([C@H]2C=C(C(N)=O)O[C@@H](OCc3ccc(CO)cc3)C2)c2ccccc21	-18	-11	6	8	-10	5	8	-8	-8	2	-2
CCCNC(=O)c1ccc2c(=O)c(O)c(-c3cccc(Br)c3)[nH]c2c1	-7	-72	-4	3	-10	5	5	4	0	14	1

At a glance, some entries already given:
SMILES	SRC3 inh	SRC2 inh	NR5A2 inv ag	NR2F2 inh	Exocytosis inh	TWEAK Fn14 block	ABHD5 PLIN5 PPI	TROY signal inh	TLR9-MyD88 inh	NOD2 RIPK2 PPI	SRC1 inh
COc1ccc(OC)c(NC(=O)C(=O)NCc2ccncc2)c1	5	-23	-14	-2	-1	-29	2	-5	-2	-8	-9
CCOc1ccc(NC(=O)C(C)NC(=O)c2ccccc2Cl)cc1S(=O)(=O)N1CCCC1 (stereo unspecified)	-11	1	6	1	-4	2	-6	-9	-4	-9	-9
CCOc1cc(C#N)ccc1OCC(=O)N1CCc2ccccc2C1	-8	-1	-1	-7	8	-7	5	5	0	1	-2
Cc1nn(-c2ccccc2)c(C)c1C=O	1	-24	0	-10	-3	1	1	-17	nt	-3	12
COc1ccc(C(=O)O)cc1S(N)(=O)=O	9	12	7	15	2	-9	1	-6	-5	-6	2
O=C(COC(=O)CNC(=O)C1CCCCC1)Nc1ccccc1	-9	10	5	5	-10	1	-7	0	nt	0	8
COc1cccc(-n2cc(CN(C)Cc3nc(Cc4ccccc4)no3)cn2)c1	-2	22	2	0	-2	-22	-3	-3	3	4	-4
Cc1ccc(S(=O)(=O)N(C)C[C@@H]2Oc3ccc(NS(C)(=O)=O)cc3CC(=O)N([C@H](C)CO)C[C@@H]2C)cc1	5	4	11	0	-11	-10	6	-7	-3	-11	10
CC(NC(=O)COC(=O)CC(c1ccccc1)c1ccccc1)c1ccccc1 (stereo unspecified)	-5	12	8	5	-1	6	-6	0	6	-7	-4

High-throughput results as filed in PubChem.
